RNase H inhibition – RNase H inhibition, HIV 1 Gag Pol polyprotein, FRET biochemical assay, screening (AID 372) | HIV-1 RT RNase H, FRET RNA/DNA substrate fluorescence; higher % means a stronger effect | inhibition, % at 10 µM, or IC50 in µM where a hit was titrated | 0.77% of 100,000 active; in the data active = inhibition above about 50%
* hit, by the source's call. Only part of the results is shown. The share of hits here may be higher or lower than overall.

SMILES | RNase H inhibition
CN(C)c1ccc(/C=C2/C(=O)NC(=O)N(CC3CCCO3)C2=O)cc1 (stereo not drawn) | 24%
O=C(CCC(=O)Nc1ccccc1)N/N=C/c1ccccc1O | 1%
CCCOc1ccccc1/C=C1\N=C(c2ccccc2)OC1=O | 11%
CCOC(=O)C1=NNC2C(=O)N(c3cc(OC)ccc3OC)C(=O)C12 (stereo not drawn) | 26%
Cc1ccc(N2C(=O)C(Cl)=C(Nc3ccc(C)c(C)c3)C2=O)c(C)c1 | 16%
Cc1cc(C)cc(N(CC(=O)NC2CC3CCC2C3)S(=O)(=O)c2ccccc2)c1 (stereo not drawn) | 6%
c1ccc2c(c1)ncn2CCN1CCCCC1 | 8%
O=C(Nc1cccc(Cl)c1Cl)c1cc2nc(-c3ccc([N+](=O)[O-])cc3)cc(C(F)(F)F)n2n1 | 11%
COc1cccc(C2NC(=O)NC(C)=C2C(=O)OC2CCCCC2)c1 (stereo not drawn) | 14%
O=c1oc2ccc3ccccc3c2cc1-c1nc2ccccc2s1 | 1%
O=[N+]([O-])c1ccc(N=Cc2ccc3ccccc3c2)c(Br)c1 | 23%
CC1=C(C(=O)OCCc2ccccc2)C(c2ccccc2Cl)C2=C(CC(c3ccccc3)CC2=O)N1 (stereo not drawn) | 12%
COc1cc(OC)cc(C(=O)Nc2ccc(C)cc2Br)c1 | 4%
Cc1cc([N+](=O)[O-])ccc1-c1ccc(C(=O)Nc2ccc(O)c(-c3nc4ccccc4o3)c2)o1 | 9%
CCOC(=O)C(NC(=O)c1ccccc1)=C1CCCCC1 | 8%

Random excerpt: seven compounds from above, in no set order.
SMILES | RNase H inhibition
O=C(CCC(=O)Nc1ccccc1)N/N=C/c1ccccc1O | 1%
CCOC(=O)C(NC(=O)c1ccccc1)=C1CCCCC1 | 8%
Cc1ccc(N2C(=O)C(Cl)=C(Nc3ccc(C)c(C)c3)C2=O)c(C)c1 | 16%
O=C(Nc1cccc(Cl)c1Cl)c1cc2nc(-c3ccc([N+](=O)[O-])cc3)cc(C(F)(F)F)n2n1 | 11%
O=[N+]([O-])c1ccc(N=Cc2ccc3ccccc3c2)c(Br)c1 | 23%
CN(C)c1ccc(/C=C2/C(=O)NC(=O)N(CC3CCCO3)C2=O)cc1 (stereo not drawn) | 24%
O=c1oc2ccc3ccccc3c2cc1-c1nc2ccccc2s1 | 1%

The listing picks up with the 5 entries that preceded the break.
SMILES | RNase H inhibition
O=[N+]([O-])c1ccc(N=Cc2ccc3ccccc3c2)c(Br)c1 | 23%
CC1=C(C(=O)OCCc2ccccc2)C(c2ccccc2Cl)C2=C(CC(c3ccccc3)CC2=O)N1 (stereo not drawn) | 12%
COc1cc(OC)cc(C(=O)Nc2ccc(C)cc2Br)c1 | 4%
Cc1cc([N+](=O)[O-])ccc1-c1ccc(C(=O)Nc2ccc(O)c(-c3nc4ccccc4o3)c2)o1 | 9%
CCOC(=O)C(NC(=O)c1ccccc1)=C1CCCCC1 | 8%
C/C(CCc1ccc2c(c1)OCO2)=N\N=C1/NC(=O)CC(C(=O)N2CCN(c3ccc([N+](=O)[O-])cc3)CC2)S1 (stereo not drawn) | 0%
O=[N+]([O-])c1ccc(N2CCN(S(=O)(=O)c3ccccc3)CC2)cc1NCc1ccc(Cl)cc1 | 32%
COc1ccc(CN2CCN(c3cccc(C(F)(F)F)c3)CC2)c2ccccc12 | 9%
O=[N+]([O-])c1ccc(N2CCN(Cc3ccccc3)CC2)c([N+](=O)[O-])c1 | 6%
COc1ccc(N(CC(=O)Nc2cc(Cl)ccc2OC)S(C)(=O)=O)c(OC)c1 | 4%
SCCCCCOc1ccc(I)cc1 | 12%
N#C/C(=C\c1cn(CCOc2ccccc2F)c2ccccc12)C(N)=O | 24%
COc1cc(NC(=O)c2cc(C(F)(F)F)cc(C(F)(F)F)c2)c(OC)cc1NC(C)=O | 19%
O=C1CCCC/C1=C\Nc1ccc([N+](=O)[O-])cc1Br | 5%
CCOc1ccc(C(=O)Nc2ccc(F)c([N+](=O)[O-])c2)cc1Br | 11%
Cc1ccc2oc(-c3cccc(NC(=O)/C=C/c4ccco4)c3)nc2c1 | 6%
CC1=C(C(=O)OCc2ccccc2)C(c2ccccn2)C2=C(CCCC2=O)N1 (stereo not drawn) | 8%
COC(=O)c1c(C)oc2ccc(NS(=O)(=O)c3cccc([N+](=O)[O-])c3)cc12 | 10%
COc1ccc(Br)cc1CN1CCC(C)CC1 | 8%
N#C/C(=C/c1ccc(-c2ccccc2[N+](=O)[O-])o1)C(=O)Nc1cccc(C(F)(F)F)c1 | 9%
COc1ccc(-c2nc3cc(NS(=O)(=O)c4ccccc4)ccc3o2)cc1Br | 23%
Cc1ccc(N=Cc2cccc([N+](=O)[O-])c2)c(C)c1 | 0%
O=C(Cc1ccccc1Cl)c1ccc(O)cc1O | 7%
CCOC(=O)C1=C(C)NC2=C(C(=O)CC(c3ccccc3)C2)C1c1cccc2ccccc12 (stereo not drawn) | 18%
COc1cc2ccccc2cc1C(=O)NC(=S)Nc1cccc(C)c1 | 23%
O=C1OC(c2ccc(Cl)cc2)=C/C1=C\c1ccccc1 | 29%
COc1ccc(S(=O)(=O)N2CCN(C(=O)COc3ccccc3)CC2)cc1 | 4%
COc1ccc(/C=N/S(=O)(=O)c2cccs2)cc1 | 6%
CCc1nnc(NC(=O)c2cc(-c3ccc(OC)cc3)nc3ccccc23)s1 | 9%
CCCOc1ccc(N2C(=O)CC(Nc3cc(Cl)c(O)c(Cl)c3)C2=O)cc1 (stereo not drawn) | 13%
Cc1cccc2c1[nH]c1nc(N/N=C\c3ccc(O)c(O)c3)nnc12 | 54%*
O=C(CCC(=O)Nc1ccccc1)N/N=C/c1ccccc1F | 8%
COc1ccc([N+](=O)[O-])cc1NC(=O)C1CCCCC1C(=O)O (stereo not drawn) | 6%
COc1cccc2c(C)nc(N=C(N)N)nc12 | 7%
CCOc1ccc(NC(=S)NC23CC4CC(CC(C4)C2)C3)cc1 | 12%
CCCOC(=O)c1ccc(NC(=O)c2ccc(OC)cc2)cc1 | 4%
COc1ccc(OCc2nc(-c3ccccc3Cl)no2)cc1 | 3%
COc1ccc(N(CC(=O)NCC(C)C)S(=O)(=O)c2ccc(C)cc2)cc1 | 13%
C/C(=N\Nc1nc(-c2ccc(C)cc2)cs1)c1ccc([N+](=O)[O-])cc1 | 4%
COc1ccccc1/C=C/C(=O)c1ccc(-c2ccccc2)cc1 | 5%
CCSc1nc(O)c(CC)c(=O)n1C(C)CC (stereo not drawn) | 0%
COc1ccccc1NC(=O)Nc1nnc(-c2ccc([N+](=O)[O-])cc2)s1 | 6%
Cc1ccccc1OCC(=O)NNC(=O)c1ccccc1Br | 8%
CCCCOC(=O)c1ccc(NC(=O)c2ccc(OC)c(Br)c2)cc1 | 11%
Cc1cc2c(cc1C)C(c1cc3c(cc1[N+](=O)[O-])OCO3)CC(=O)N2 (stereo not drawn) | 14%
O=C(NC(=S)Nc1ccccc1O)c1cccnc1 | 7%
Cn1c(NC(=O)c2cccc([N+](=O)[O-])c2)cc(=O)n(C)c1=O | 5%
COc1ccccc1N1CCN(C(=O)C(c2ccccc2)c2ccccc2)CC1 | 15%
CCN(CC)CCOc1ccccc1 | 2%
COc1ccc(Cl)cc1NC(=O)C1CCCO1 (stereo not drawn) | 10%
Cc1cnc(NC(=O)C2CC3CCC2C3)s1 (stereo not drawn) | 0%
COc1ccc(-c2csc(Nc3cc(OC)ccc3OC)n2)cc1 | 14%
CCSc1nc2ccccc2n1CCOc1ccc(Cl)cc1 | 20%
CCOC(=O)c1c(NC(C)=O)sc2c1CC(C)(C)OC2 | 8%
C=CCSc1nc2c(c(=O)n1CC1CCCCC1)C1(CCCCC1)Cc1ccccc1-2 | 17%
CC1=C(C(=O)Nc2ccc(Cl)cc2)C(c2ccco2)NC(=O)N1 (stereo not drawn) | 0%
CN(C)c1ccc(C2NCC(c3ccc([N+](=O)[O-])cc3)O2)cc1 (stereo not drawn) | 0%
CC1CCN(c2nc(-c3ccccc3)nc3ccccc23)CC1 | 8%
CC(=O)N(c1ccc(C)cc1)c1nc(-c2ccccc2)c(-c2ccccc2)s1 | 7%
COCCOC(=O)c1ccc(NC(=O)COc2ccc3c(C)cc(=O)oc3c2)cc1 | 0%
CCC1CCc2c(sc(NC(=O)C3CCCC3)c2C(N)=O)C1 (stereo not drawn) | 28%
CCOC(=O)c1ccc(N2C(=O)CC(N3CCN(CC)CC3)C2=O)cc1 (stereo not drawn) | 5%
O=C1C(=O)N(CCCn2ccnc2)C(c2ccc(Cl)cc2)/C1=C(\O)c1ccc(Cl)cc1 (stereo not drawn) | 8%
CC1=C(C(=O)OCCc2ccccc2)C(c2cccc(I)c2)NC(=O)N1 (stereo not drawn) | 29%
O=C(N/N=C\c1cc(Br)ccc1O)c1n[nH]c2c1CCCC2 | 0%
(more compounds)
SMILES | RNase H inhibition
COc1cc2c(cc1OC)CN(Cc1ccc(OC)c3ccccc13)CC2 | 9%
O=C1/C(=C\N2CCOCC2)c2ccccc2C(=O)N1c1ccccc1 | 0%
COC(C)(C)c1cc(-c2ccccc2)nc(N)n1 | 1%
CN(c1ccccc1)S(=O)(=O)c1ccc(Cl)cc1 | 0%
CSc1nnc2c(n1)OC(C1CC=C(C)CC1)Nc1ccccc1-2 (stereo not drawn) | 9%
CCOC(=O)c1ccc(NCc2cc(Br)ccc2O)cc1 | 17%
O=C(NN=C1CCCCC1)c1ccccc1Cl | 1%
C/C(=C\c1ccccc1)c1nc(-c2ccccc2O)n(-c2ccccc2)n1 | 19%
C=C(C)CC1(O)CC(c2ccccc2)NC(c2ccccc2)C1CC (stereo not drawn) | 0%
COc1ccccc1CNC(=O)CN(c1ccc(Oc2ccccc2)cc1)S(C)(=O)=O | 4%
CCC(C)OC(=O)C1=C(C)NC2=C(C(=O)CC(c3ccc(Cl)cc3)C2)C1c1cccc(O)c1 (stereo not drawn) | 5%
COc1ccccc1-n1c(SCC(=O)Nc2ccccc2C)nc(O)cc1=O | 3%
COC(=O)C1=C(C)NC2=C(C(=O)c3ccccc32)C1c1ccc(-c2ccccc2C(=O)O)o1 (stereo not drawn) | 3%
Cc1cc(CN2CCOCC2)oc1C(=O)O | 2%
Cc1ccc(C)c(-c2csc(-c3ccncc3)n2)c1 | 19%

Taken from the listing (five entries):
SMILES | RNase H inhibition
CCC(C)OC(=O)C1=C(C)NC2=C(C(=O)CC(c3ccc(Cl)cc3)C2)C1c1cccc(O)c1 (stereo not drawn) | 5%
COc1ccccc1-n1c(SCC(=O)Nc2ccccc2C)nc(O)cc1=O | 3%
COC(=O)C1=C(C)NC2=C(C(=O)c3ccccc32)C1c1ccc(-c2ccccc2C(=O)O)o1 (stereo not drawn) | 3%
Cc1cc(CN2CCOCC2)oc1C(=O)O | 2%
Cc1ccc(C)c(-c2csc(-c3ccncc3)n2)c1 | 19%

Continued:
SMILES | RNase H inhibition
N#Cc1cccc(N=Cc2cc(Cl)cc(Cl)c2O)c1 | 2%
CC(Oc1ccc(/C=C2\C(=O)NC(=O)N(c3ccc4c(c3)OCO4)C2=O)cc1)C(=O)O (stereo not drawn) | 6%
Nc1nc(-c2ccccc2)cc(N2CCCCC2)n1 | 11%
Nc1c([N+](=O)[O-])c(Nc2ccc(Cl)cc2)nc(Nc2ccc(Cl)cc2)c1[N+](=O)[O-] | 0%
COc1cc(/C=C2\C(=O)N(c3ccccc3)N=C2C)c([N+](=O)[O-])cc1OC | 8%
CCNc1nc(NC(C)C)nc(Oc2ccc(C(=O)OC)cc2)n1 | 0%
O=C(Nc1ccc(Oc2ccccc2)cc1)c1cccs1 | 12%
O=C(/C=C/c1ccc(-c2cccc(C(F)(F)F)c2)o1)c1ccc(F)cc1 | 11%
OC(COCc1ccc2c(c1)OCO2)CN1CCC(Cc2ccccc2)CC1 (stereo not drawn) | 10%
Cc1ccc(C2C3=C(CC(C)(C)CC3=O)NC3=C2C(=O)CC(C)(C)C3)o1 | 5%
COc1ccccc1CC1CC(=O)N(c2ccc(I)cc2)C1=O (stereo not drawn) | 6%
CCOC(=O)CNC1=C([N+](=O)[O-])C(=O)CC(C)(C)C1 | 0%
CCOC(=O)C1=C(C)N=c2s/c(=C\c3ccco3)c(=O)n2C1c1ccccc1OC (stereo not drawn) | 16%
CCCOc1cccc(C(=O)NC(=S)Nc2ccc(-c3nc4ncccc4o3)cc2)c1 | 41%
COc1cc(CN2CCN(Cc3ccc4c(c3)OCO4)CC2)cc(OC)c1OC | 6%
Cc1ccc([N+](=O)[O-])cc1-c1[nH]c(-c2cccc(O)c2)nc1-c1ccccc1 | 32%
COc1ccc(NC(=O)CN(c2cccc([N+](=O)[O-])c2)S(=O)(=O)c2ccccc2)cc1OC | 11%
Cc1ccc2nc(NC(=O)c3ccc4c(c3)OCO4)sc2c1 | 10%
O=C(Nc1cccc(Cl)c1)O/N=C\c1ccc(F)cc1 | 2%
COc1cccc(-n2c(O)c(/C=C3/C=Nc4ccccc43)sc2=S)c1 | 13%
O=C(NC(=S)Nc1cccc(NC(=O)c2ccc(Cl)cc2Cl)c1)c1cccs1 | 0%
Cc1cc2nc(-c3cc(NC(=O)COc4ccc(Cl)cc4Cl)ccc3O)oc2cc1C | 10%
Cc1cccc(C(=O)Nc2ccc(Cl)cc2Cl)c1 | 0%
COc1ccccc1N1CCN(/N=C/c2cc(Br)ccc2F)CC1 | 3%
CCc1cc(=O)oc2c(C)c(OCc3cccc(OC)c3)ccc12 | 13%
O=C(NC(=S)Nc1ccc(Cl)cn1)c1cccc(F)c1 | 13%
COc1cccc2cc(-c3nc(-c4cccc(Br)c4)cs3)c(=O)oc12 | 9%
CCOc1cc(/C=C2\C(=O)NC(=O)N(c3cc(C)cc(C)c3)C2=O)cc(I)c1OCC(=O)O | 0%
CCOc1ccccc1NC(=O)/C=C/c1ccc(Cl)cc1 | 7%
O=C(Nc1ccc(S(=O)(=O)Nc2ncccn2)cc1)c1ccco1 | 0%

3 structures already listed, arranged by length of the SMILES, lowest first:
SMILES | RNase H inhibition
CC1CCN(c2nc(-c3ccccc3)nc3ccccc23)CC1 | 8%
CCc1nnc(NC(=O)c2cc(-c3ccc(OC)cc3)nc3ccccc23)s1 | 9%
Cn1c(NC(=O)c2cccc([N+](=O)[O-])c2)cc(=O)n(C)c1=O | 5%

High-throughput results: PubChem, MTDP
